Screens deposited in PubChem BioAssay by several laboratories.
N-glyco inh: blocks N-linked glycosylation in D54 reporter cells; D54 ERlucT glycosylation luciferase reporter, 24 h; percent of 100 nM tunicamycin response; reporter increase, % at 12.5 µM; hit rate 0.23% among 360,000;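 active = mean luciferase reporter signal, scaled so untreated is 0 and the glycosylation-blocking control 100, at or above a set limit in every replicate; inconclusive = mean reaches the limit but not every replicate does; inactive = mean below the limit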;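 also: luciferase carries N-glycosylation sites so blocking glycosylation raises the light; 0% = median of neutral control wells and 100% = median of 100 nM tunicamycin wells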
CaV13 ICDI inh: Disruptors of the CACNA1D IQ motif to Ca2+-dependent inactivation inhibitor domain association, primary screening, Förster resonance energy transfer in intact living …; HEK cells, CFP/YFP FRET ICDI-IQ, plate reader, 10 min; percent FRET-ratio fall versus neutral wells; inhibition, % at 12.3 µM; hit rate 0.098% among 340,000;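 active = mean replicate inhibition of at least 30% and at least 1% of replicates passing that level; inconclusive = only one of the two criteria is met; inactive = neither criterion is met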;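 also: 0% = median of the neutral control wells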
aDG glyco act: alpha-DG glycosylation activation; Pro5-aDG cells, alpha-DG glycosylation AlphaScreen (IIH6); 0% Pro5, 100% B10-LARGE cell signal; activation, % at 10 µM; hit rate 0.22% among 360,000; AID 624168;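 active = activation of at least 8% versus controls, or a plate z-score of at least 8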;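 also: Pro5 are CHO cells carrying HIG-tagged alpha-DG that lacks glycosylation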
PDI inh: PDI (human) enzyme inhibition; PDI insulin aggregation turbidity, A650, 90 min; inhibition, % at 10 µM; hit rate 0.052% among 350,000;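 active = mean inhibition across replicates of 30% or more, whatever share of single replicates reach that level; inconclusive = mean inhibition below 30% while every single replicate reaches 30%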;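 also: absorbance from insulin aggregation driven by PDI reduction with DTT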
Cardio protect: modulators protecting cardiomyocytes from myocardial damage | H9c2 cardiomyocytes, H2O2 injury protection, ATPLite, 2 h | protection from H2O2 cell death, % at 20 µM | hit rate 0.63% among 360,000;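 active = compounds giving at least 50% protection of heart cells from peroxide-induced death in the single-dose screen, raw or plate-pattern-corrected value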;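 also: 0% = DMSO wells with peroxide and 100% = DMSO wells without peroxide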
MC4R antag cAMP: blocks human MC4R cAMP signaling; MC4R-expressing cells, MTII-stimulated cAMP, LANCE TR-FRET; AID 540295; hit rate 0.48% among 360,000; inhibition, % at 6.5 µM; P32245;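 active = inhibition above its plate's cutoff, the mean of tested wells on that plate plus 3 SD, cut at about 29% in these data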;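 also: 0% = Melanotan II alone and 100% = Melanotan II plus saturating MCL0020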
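Material: human MC4R-expressing U2OS cells. Probe or stimulus: Melanotan II challenge. Dosing: 6.5 µM single dose. Times: 30-min compound, 1-h challenge, 1-h detection, room temperature. Technique: TR-FRET with Eu-cAMP and labeled anti-cAMP, 671 nm. Replication: singlicate.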
Vif inh: HIV Vif inhibition; inhibition, % at 7.49 µM; hit rate 0.35% among 340,000; HEK293T cells, Vif self-association by quenched fluorescence, imaging, 24 h; in the data active = inhibition above about 50%, passing the limit was not always enough; inconclusive = no clear call, values can overlap the other calls; inactive = below about 31%; also: some results filed as inactive read as strong as hits
m5-HT2A agonist: mouse HTR2A agonism via beta-arrestin recruitment. AID 624169. hit rate 0.66% among 360,000. CHO-K1 mHTR2A beta-arrestin complementation, luminescence; percent of 30 µM serotonin response. activation, % at 7.6 µM;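 active = activation above a run cutoff, the mean activation of all tested compounds plus 3 SD, cut at about 14% in these data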;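 also: 0% = plate median of compound wells and 100% = 30 µM serotonin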
MC4R barr agon: activates human MC4R beta-arrestin recruitment. activation, % at 8.9 µM. hit rate 0.98% among 360,000. AID 540308. P32245. U2OS MC4R beta-arrestin complementation, luminescence; percent of melanotan II response, DMSO zero;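 active = activation above a per-plate cutoff, the mean activation of sample wells on that plate plus 3 SD, cut at about 8% in these data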
ABCB6 inh 2: human ABCB6 transporter inhibition | Q9NP58 | K562-ABCB6 porphyrin accumulation, flow cytometry, 1 h; active compounds read low | fluorescence ratio to DMSO, % at 10 µM | hit rate 0.19% among 360,000 | AID 602162;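 active = fluorescence ratio to DMSO below 75%, the collection mean minus 3 SD; inconclusive = too few cells collected in the well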;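 also: signal is porphyrin accumulated inside mitochondria; 100% equals median channel fluorescence of DMSO control wells; lower ratio means ABCB6 inhibition with less porphyrin fluorescence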
Target sequence (Q9NP58 whole entry, looked up): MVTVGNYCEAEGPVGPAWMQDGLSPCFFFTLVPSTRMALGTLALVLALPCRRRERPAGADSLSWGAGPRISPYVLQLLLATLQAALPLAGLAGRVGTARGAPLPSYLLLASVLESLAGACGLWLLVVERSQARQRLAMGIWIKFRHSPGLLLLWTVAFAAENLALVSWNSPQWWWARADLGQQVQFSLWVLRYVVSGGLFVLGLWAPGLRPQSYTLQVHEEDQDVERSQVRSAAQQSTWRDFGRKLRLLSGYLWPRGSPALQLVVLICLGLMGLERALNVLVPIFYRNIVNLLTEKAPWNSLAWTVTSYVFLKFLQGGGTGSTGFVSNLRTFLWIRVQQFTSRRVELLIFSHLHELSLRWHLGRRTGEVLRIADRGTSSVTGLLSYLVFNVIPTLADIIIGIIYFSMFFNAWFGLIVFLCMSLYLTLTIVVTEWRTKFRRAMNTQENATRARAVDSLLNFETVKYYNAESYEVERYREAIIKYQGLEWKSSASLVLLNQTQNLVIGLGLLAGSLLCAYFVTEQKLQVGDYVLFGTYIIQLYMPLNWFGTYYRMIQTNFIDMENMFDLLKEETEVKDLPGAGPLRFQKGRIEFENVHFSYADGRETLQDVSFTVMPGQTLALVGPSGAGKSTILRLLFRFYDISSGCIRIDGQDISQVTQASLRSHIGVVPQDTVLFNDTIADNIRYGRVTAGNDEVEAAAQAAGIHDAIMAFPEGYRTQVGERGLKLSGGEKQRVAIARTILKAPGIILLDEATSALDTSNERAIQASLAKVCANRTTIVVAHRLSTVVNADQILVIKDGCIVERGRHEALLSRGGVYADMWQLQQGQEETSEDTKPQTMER
Numbers without * were called inactive; ? = inconclusive; · = no result given. Random draw from the library. Share with any hit: about 3.6%.

SMILES	N-glyco inh	CaV13 ICDI inh	aDG glyco act	PDI inh	Cardio protect	MC4R antag cAMP	Vif inh	m5-HT2A agonist	MC4R barr agon	ABCB6 inh 2
CC1CCCCN1CCCNc1ccc(C(CC(N)=O)NC(=O)Cc2ccc(Br)cc2)cc1[N+](=O)[O-] (configuration not stated)	0	-10	0.1	0	3	10	-5	-5	0.1	100
c1cc(-c2cc3c(o2)CCCC3OCCN2CCOCC2)cs1 (configuration not stated)	·	-8	0.2	·	·	·	·	-1	·	96
CCC(C)N(C(=O)C(F)(F)F)C(C(=O)NC1CCCCC1)c1ccncc1 (configuration not stated)	2	-4	0.1	-14	4	-7	1	3	-1.9	98
O=c1c(-c2cccc3ccccc23)[n+]([O-])c2ccccc2n1O	2	-8	-0.5	14	7	3	17	-1	-2.1	90
O=C(O)c1cc(Cl)nc2ccccc12	1	-3	0.0	2	2	4	-1	5	-1.2	96
CCN(CC)CCNC(=O)CNC(=O)c1nn(-c2ccc(OC)cc2)c(=O)c2ccccc12	2	-14	0.0	-7	5	3	-1	3	2.6	95
Cc1ccc(S(=O)(=O)c2c(N)n(CCCO)c3nc4ccccc4nc23)cc1	4	·	-0.3	-1	9	6	-10	0	-1.6	101
CCCCn1c(N)c(-c2nc3ccccc3o2)c2c([N+](=O)[O-])nn(C)c(=O)c21	5	-3	-0.6	-24	4	-2	3	-2	-2.0	103
CN1CCN(C(=O)c2cnn(-c3ccccc3)c2NC(=O)c2ccccc2)CC1	0	-4	-0.1	6	3	11	7	-4	-2.4	105
CN(C)/C=C(/C(=O)c1ccc(F)cc1)S(=O)(=O)c1ccc(F)cc1	2	-2	0.2	-1	-8	0	-1	1	-1.8	93
COc1ccc(CCc2nc(-c3cccs3)no2)cc1	-2	-1	0.1	-2	-3	-1	-3	-2	-2.3	102
COc1cc(NC(=O)CCS(=O)(=O)c2ccc3c(c2)oc(=O)n3C)cc(OC)c1OC	0	-4	0.0	-25	3	-2	-2	5	-0.3	102
O=S(=O)(c1ccc2nnn(OCc3ccccc3)c2c1)N1CCOCC1	2	-18	0.0	5	1	13	-8	6	-2.2	99
Cc1cc(C)n(CC(O)CN(c2ccccc2)S(=O)(=O)c2ccccc2)n1 (configuration not stated)	-2	-1	0.3	1	5	11	-1	3	-1.6	105
CC(C)CCN1CCN(CC(c2ccccc2)c2ccccc2)CC1CCO (configuration not stated)	-4	-7	-0.3	0	-1	4	24	-6	-0.3	97
O=C(Nc1ccc(Cl)c(Cl)c1)Nc1nccs1	11	-15	-0.1	3	-17	-25	-9	5	-1.5	90
Fc1ccc(-c2nc3ccc(Cl)cn3c2Cc2cccc(F)c2)cc1	-4	-4	0.0	·	-2	·	·	-1	·	101
Cc1ccc(-n2[nH]c(C)c(/C=C3/C=Nc4ccccc43)c2=O)cc1C	3	-5	0.0	1	-16	-8	0	2	2.1	94
CCOc1ncccc1C(=O)OCC(=O)Nc1ccc(Cl)cn1	-2	-3	-0.2	1	0	13	-12	6	1.4	102
O=C(O)c1cnn2c1NC(c1ccc(F)cc1)CC2C(F)(F)F (configuration not stated)	-1	-5	-0.1	1	-6	4	·	2	-0.2	100
CC1(C)NC(=O)N(CC(O)CN2CCOCC2)C1=O (configuration not stated)	2	-6	0.3	8	-2	-1	5	2	-0.7	94
COc1ccc(S(=O)(=O)N2CCOCC2)cc1NC(=O)Cc1ccc2c(c1)OCCO2	-2	-2	0.1	4	-4	10	-1	-8	-0.5	98
CCCCNc1ncnc2[nH]ncc12	-4	-5	-0.3	0	-2	-1	8	5	-0.9	100
NC(=O)C(NC(=O)OCc1ccccc1)c1ccccc1 (configuration not stated)	0	-5	-0.2	2	1	6	-3	-12	0.2	95
O=C1c2ccccc2C(=O)N1CCc1nc(-c2ccncc2)no1	1	·	-0.2	-5	48	9	-2	3	-2.3	94
CC1CC(=Cc2ccc([N+](=O)[O-])cc2)C(=O)O1 (configuration not stated)	-1	-2	-0.2	3	-1	-3	2	-4	-2.5	103
COc1ccc(OC)c(CCNC(=O)CN2C(=O)CC(C)(C)S(=O)(=O)c3ccccc32)c1	-2	6	0.1	·	-7	18	3	3	-1.8	105
Cc1ccc([C@H]2C(C(=O)O)=CC[C@@H](c3ccc(Cl)cc3)N2S(=O)(=O)c2ccccc2C)cc1	0	·	-0.2	-1	4	-5	·	3	-0.3	101
Cc1ccc(NC(=O)C2CCCN2C(=O)Oc2ccccc2)c(C)c1 (configuration not stated)	0	-2	1.4	5	2	12	-2	3	0.0	101
COc1cc(C=C2C(=O)C=CC2=O)ccc1O	·	-10	-0.1	·	·	·	·	13	·	113
CC(=O)Nc1c(Br)cc2c(c1Br)C(=O)c1ccccc1-2	5	-5	0.4	-73	11	-2	23	-2	-0.1	96
Cc1ccc(S(=O)(=O)c2c(C)nn(C(C)(C)C)c2OC(=O)C(C)C)cc1	4	-4	0.0	-2	-13	2	35	-3	-1.4	99
CCN(CC)C(=O)C1=C(C)N(Cc2ccc(F)cc2)C(=O)C(CC(=O)NC2CCCCC2)C1 (configuration not stated)	3	-6	0.1	9	12	1	0	5	3.0	91
CCOc1ccc2nc(NC(=O)c3cnc(C)cn3)sc2c1	1	·	0.3	-3	15	-1	1	-4	-0.7	·
COc1ccc(C(C)C)cc1-c1cc(C(=O)NCc2cccc(C(F)(F)F)c2)[nH]n1	-2	-5	0.6	0	-8	14	·	-2	1.9	99
O=C(c1ccc(S(=O)(=O)N2CCCCC2)cc1)N1CCN(c2ccccc2)CC1	-5	-8	0.0	-1	-2	0	-6	-4	-3.9	104
COc1cc(/C=C/c2cc[n+](C)cc2)ccc1OCC(=O)Nc1ccccc1	0	-14	-0.1	8	0	9	4	10	-0.6	96
Cc1cc(SCC(=O)Nc2cccc(S(=O)(=O)NC3=NCCCCC3)c2)nc2ccccc12	-3	3	-0.1	11	3	13	-11	-6	-0.1	100
Cc1ccc(CC2CC(=O)N(C(Cc3ccccc3)C(=O)O)C2=O)cc1 (configuration not stated)	0	-5	0.1	6	8	17	1	-2	-3.8	100
O=C(NC1CCCCC1)N1CCCC(CNS(=O)(=O)Cc2ccccc2)C1 (configuration not stated)	-1	-3	0.4	8	6	0	9	-1	-0.2	105
COc1c(C)cccc1C(=O)Nc1ccc(CN2CCCCC2)cc1	-2	-6	0.0	-18	2	10	10	-2	-0.9	90
Cc1ccccc1N1C(=O)CC(N(O)c2ccccc2)C1=O (configuration not stated)	0	-8	0.3	5	18	2	-5	-1	-0.8	95
CCCCNC(=O)c1onc(CSc2cccc(OC)c2)c1C(=O)O	3	-4	-0.1	1	1	7	1	-2	-0.9	92
O=C(NC1=NCCS1)c1ccc(Cl)c(S(=O)(=O)N2CCc3ccccc32)c1	-3	-3	0.6	4	2	12	3	-3	-1.4	107
O=C(c1cccc(S(=O)(=O)N2CCOCC2)c1)N1CCCc2ccccc21	2	·	0.6	1	0	4	-5	8	1.6	102
Cc1cnc(NC(=O)c2ccc(Cl)nc2)s1	-1	-16	0.1	3	-1	1	1	-4	0.1	87
CC(=O)c1cccc(CN2CCC(CO)(CCCc3ccccc3)CC2)c1	-2	-7	-0.1	5	7	-3	-1	-6	0.7	94
CCN1C(=O)[C@H]2[C@@H](c3ccc(-c4cc(C(C)=O)cs4)cc3)N3CCC[C@@]3(C(=O)OC)[C@H]2C1=O	1	-11	-0.5	-5	36	9	-1	2	-1.1	92
COc1cc(OC)c(Cl)cc1N	0	-1	-0.2	-1	-1	-1	-7	1	-2.1	104
CCn1c(Cc2cccs2)nnc1SCC(=O)c1ccc(C)cc1	-3	-3	0.0	9	-2	4	-7	0	-0.5	76
CC1CCc2c(sc(NC(=O)c3cccs3)c2C(=O)O)C1 (configuration not stated)	-1	-4	0.4	-1	-10	-5	-2	4	-2.5	101
CC(C)(C)c1ccc(COn2ccnc2)cc1	1	-2	0.1	-2	-10	3	-8	0	-1.3	98
COc1ccc(S(=O)(=O)NNC(=O)c2csc(-n3nc(C)cc3C(F)(F)F)n2)cc1	3	-5	-0.1	2	9	0	-13	3	-0.7	96
Cc1cccc(C(=O)N(Cc2nc3ccccc3c(=O)[nH]2)C2CCCC2)c1	-2	-15	0.6	2	6	-1	1	-5	-0.9	181
CCN(CC)CCn1c2c(c(SCC(=O)Nc3cccc(C(C)=O)c3)nc1=O)CCCC2	-3	-5	-0.4	-4	75*	-2	?	-6	1.0	101
Cc1ccc2cccc(OCc3nnc(SCC(=O)O)n3C)c2n1	3	-6	-0.1	-1	1	8	-10	3	-1.2	101
COc1ccc(CNC(=O)c2ccc(-n3cncn3)c3ccoc23)cc1OC	-2	-10	0.1	4	8	10	4	1	1.6	104
COC(=O)c1c(C)noc1-c1cc(C)on1	3	-6	-0.4	-2	2	-1	4	-2	-0.4	92
Nc1ccn(CC(=O)N2CCN(c3ccccn3)CC2)c(=O)n1	1	-6	-0.1	-5	1	-1	-5	2	-1.2	94
CC(C)N1CCC(N2CCN(Cc3ccc(-c4ccccc4Cl)o3)CC2CCO)CC1 (configuration not stated)	1	-4	0.9	16	11	3	5	-1	0.6	103
(more compounds)
SMILES	N-glyco inh	CaV13 ICDI inh	aDG glyco act	PDI inh	Cardio protect	MC4R antag cAMP	Vif inh	m5-HT2A agonist	MC4R barr agon	ABCB6 inh 2
COC(=O)C1=C(C)N(Cc2ccccc2)C(=NCCc2c[nH]c3ccccc23)N[C@H]1c1ccccc1	-4	·	-0.1	11	-1	6	-1	-3	0.4	106
Oc1ccccc1Cc1c(O)ccc2ccccc12	-1	-7	0.1	5	-12	6	-5	-3	3.1	96
COC(=O)CSC1=C(C#N)C(c2ccc(C(C)C)cc2)CC(=O)N1 (configuration not stated)	-4	-7	0.0	-7	-14	15	5	3	-0.5	100
COCCc1nc2ccc(C(=O)N3CCCCC3COC)cc2o1 (configuration not stated)	1	-6	-0.1	-3	-4	-2	1	-3	-1.5	91
Cc1cc(C(=O)NCc2ccccc2Br)no1	-1	-7	-0.3	-2	-5	5	?	7	-0.8	113
Clc1cccc(NCc2nnc3n2CCCCC3)c1	0	-2	1.4	-1	8	10	-12	3	1.5	99
COc1cccc(OCC(=O)NC2CCS(=O)(=O)C2)c1 (configuration not stated)	2	-7	0.1	11	0	-2	-2	-2	-3.6	101
Cc1noc(C)c1COc1ccc(C(=O)N2CCN(c3ccccc3O)CC2)cc1	-1	-6	-0.2	-3	2	-3	14	1	-1.3	101
CCCn1c(=N)n(CC(O)c2ccc(C)cc2)c2ccccc21 (configuration not stated)	0	-3	0.0	-5	-3	2	1	-3	-1.2	100
CCCN1Cc2cccc(C(N)=O)c2C1=O	-2	-5	0.2	-4	59*	3	-1	7	-2.3	92
